From PubChem BioAssay
Pf Dd2 inh: qHTS Primary assay for Inhibitors of Plasmodium falciparum Dd2 growth in vitro; P. falciparum Dd2 growth, SYBR Green, 72 h; Potency, µM (titrated, usually from 28.9 µM), without a hit: top-dose activity, negative = inhibition, usual class: inhibitors; 120,000 compounds, 4.3% hits; AID 1347417, 2020; active = well fitted inhibition curve with a large enough effect; inconclusive = small, poorly fitted or top-dose-only effect; inactive = no such curve, though single readings can be large or run the other way;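 also: plate controls were DMSO vehicle for no effect and reference drug for full effect; nearly all actives have a fitted effect of over 65% in size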
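Infected erythrocytes (Dd2, 0.3% parasitemia, 2.5% hematocrit final) are added to compound in RPMI-1640/Albumax II medium, grown 72 h at 37C in low oxygen, then lysed with saponin/Triton-X containing SYBR Green and read by fluorescence.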
* = called active by the depositor; i = inactive; ? = inconclusive; [ ] = remark or other dose. Potency is read from the fitted curve at half-maximal effect.

The opening three records, ahead of the listing:
mol	Pf Dd2 inh
O=C1CC(c2ccccc2)N(Cc2ccncc2)CCCN(C(=O)c2ccc3ncccc3c2)CCN1 (configuration not stated)	6.3µM*
Cn1cccc1CN1CCCC12Cc1ccccc1CNC2=O (configuration not stated)	i
CCN(C(=O)Cn1c(=O)n(-c2ccccc2)c(=O)c2ccc(C(=O)NCc3ccc4c(c3)OCO4)cc21)c1cccc(C)c1	7.1µM*

This part in full, previewed entries included:
mol	Pf Dd2 inh
O=C1CC(c2ccccc2)N(Cc2ccncc2)CCCN(C(=O)c2ccc3ncccc3c2)CCN1 (configuration not stated)	6.3µM*
Cn1cccc1CN1CCCC12Cc1ccccc1CNC2=O (configuration not stated)	i
CCN(C(=O)Cn1c(=O)n(-c2ccccc2)c(=O)c2ccc(C(=O)NCc3ccc4c(c3)OCO4)cc21)c1cccc(C)c1	7.1µM*
O=C(NC1CCCCCC1)C1CCN(C(=O)c2ncn3c2COC(c2ccc(F)cc2)C3)CC1 (configuration not stated)	i
COc1cccc(CCc2ccccc2C(=O)N[C@@H]2COCC[C@H]2O)c1	-20%
Cc1nn(-c2ccc(C(F)(F)F)cc2)c(C)c1[C@@H]1C=C[C@@H](NC(=O)NC2CCCCC2)C1	?
CCc1ccc(CNC(=O)CN2C(=O)C3CCCCN3c3ccc(C(=O)N4CCCC4)cc32)cc1 (configuration not stated)	-2%
O=C(NCc1nnc2cc(-c3nc(C4CC4)no3)ccn12)C1(c2ccccc2)CC1	?
CCOc1ccc(CCNC(=O)C2CCC(CNS(=O)(=O)c3ccc(Cl)cc3)CC2)cc1OCC (configuration not stated)	?
Cc1ccc(N2CCN(S(=O)(=O)c3ccc(F)c(C(=O)Nc4ccc(Cl)cc4Cl)c3)CC2C)cc1 (configuration not stated)	?
Cc1ccc(Cl)cc1N1CCN(C(=O)C(C)n2ncn3cccc3c2=O)CC1 (configuration not stated)	?
CCc1ccccc1NC(=O)Nc1cc(C(=O)NCc2ccc(C(C)C)cc2)ccc1N1CCCC1	11%
N#Cc1cccc(C(=O)Nc2ccc([C@H]3OCC(=O)N(Cc4cccnc4)[C@@H]3CO)cc2)c1	i
COc1ccc(C(=O)NCc2nnc3ccc(-c4ccc(Cl)cc4)nn23)cc1F	?
O=C(Nc1ccc2c(c1)OCCO2)N1CCCC(CN2CCOCC2)CC1 (configuration not stated)	-9%
NC(=O)C1(N2CCCCC2)CCN(C(=O)Nc2ccc(C(F)(F)F)cc2)CC1	i
O=C1Nc2ccc(-c3ccsc3)cc2C(=O)N2CCN(C(=O)CO)C[C@H]12	-25%[44.1 µM]
Cc1cc(C(=O)N2CCOCC2)c2c(C3CCNCC3)noc2n1	12%
Cc1cc(C(F)F)n2nc(C(=O)Nc3cccc(Cl)c3C)nc2n1	14%
O=C(c1ccc(F)cc1)N1CCC2(CC1)CC(N(Cc1ccc(F)cc1)C1CC1)CCO2 (configuration not stated)	?
CCc1ccc(NC(=O)CSc2cn(CC(=O)N3CCOCC3)c3ccccc23)cc1	20%
O=C(c1cccnc1)N1C[C@@H]2OCC(=O)N(Cc3ccncc3)[C@@H]2C1	20%[44.1 µM]
Cc1noc(C)c1CC(=O)N1CCCC(c2nn(C)c(=O)n2-c2ccccc2)C1 (configuration not stated)	13%
O=C(CN1C(=O)NC2(CCCCC2)C1=O)Nc1ccc(F)cc1F	54%[activator]
COC[C@H]1C[C@@H](NC(=O)c2cc(C)oc2C(F)(F)F)[C@H](O)[C@@H]1O	10%[44.1 µM]
CCc1cccc(C)c1NC(=O)c1cc(S(=O)(=O)N2CCCCCC2)cn1C	-20%
COc1ccc2nc([C@H]3CCN(Cc4cccc(Cl)c4)C3)[nH]c2c1	?
Cc1ccc(NC(=O)Cn2c(-c3cncs3)nc3ccccc32)c(Br)c1	-6%
CCc1ccc2oc(C(=O)Nc3cccc(C(F)(F)F)c3)cc(=O)c2c1	i
Cc1ccc(NC(=O)c2ccc(CNS(=O)(=O)c3ccc4c(c3)C(C)(C)C(=O)N4C)cc2)cc1	33%[activator]
CC[C@H]1CN(C(=O)C(C)(C)C)CC[C@H]1CC(=O)NCc1ccco1	-13%[44.1 µM]
CCCN1C(=O)C(CC(=O)N2CCCC2)Sc2ncccc21 (configuration not stated)	1%
COc1ccc(OCc2nc(C)c(CCO)c(=O)n2CC(=O)Nc2ccc(C)c(C)c2)cc1	i
COc1cc2[nH]c(=O)n(CCCCCC(=O)N3CCN(c4ccc(Cl)cc4)CC3)c(=O)c2cc1OC	?
Cc1ccccc1C(=O)N(Cc1nc(-c2ccc(Cl)cc2)no1)C(C)C	-13%
CCn1nc(-c2ccc3c(c2)OCO3)nc1N(C)C	-11%
O=C(c1csc2nc(-c3ccc(C(F)(F)F)cc3)cn12)N1CCN2CCCC2C1 (configuration not stated)	4%
CN(CC1CCOC1)C(=O)c1ccc(F)c(F)c1 (configuration not stated)	i[5.79 µM]
CC[C@H]1CN(C(=O)Nc2ccccc2)CC[C@H]1CC(=O)N(C)CC#N	-20%[44.1 µM]
CCCN(CCC)C(=O)C1CCCN(S(=O)(=O)c2cc(Br)cc3c2N(C(=O)CC)CC3)C1 (configuration not stated)	-21%
CN(C)C[C@@H]1CN(Cc2ccccc2)C[C@H]1NC(=O)c1nccn1C	-18%
CC(=O)NC1(C)CN(Cc2ccc(-c3ccccc3OCc3ccccc3)s2)C1	?
O=C(OCc1ccccc1F)c1ccc(-c2nnn(Cc3ccccc3)n2)cc1	i
COc1ccc(C(=O)N(Cc2ccc(N(C)C)cc2)CC2CCCO2)cc1 (configuration not stated)	-6%
CCCN(CC1CCOC1)S(=O)(=O)c1cccc(OC)c1 (configuration not stated)	30%[5.79 µM]
CC(C)c1noc(-c2cn(C3CCN(C(=O)c4cccs4)CC3)nn2)n1	i
O=C(O)C1CCc2nnc(C3CCN(C(=O)c4ccc5c(c4)OCO5)CC3)n21 (configuration not stated)	14%
Cc1cc(C)n(CC(=O)N2C[C@@H](Oc3ccccc3)C[C@H]2C(=O)N2CCCC2)n1	?
O=C(NCc1ccc2c(c1)OCO2)C1CCc2sc(C(=O)N3CCCCCC3)cc2C1 (configuration not stated)	i
COc1ccccc1CNC(=O)C1(CCO)CCN(c2ncccn2)C1 (configuration not stated)	-20%
CCCNC(=O)N1CCC2(CC1)CC(N(C(=O)NC(C)C)C1CC1)CCO2 (configuration not stated)	8%
Cc1ccc(NC(=O)c2cc(S(=O)(=O)N3CCCC3)c[nH]2)c(C)c1	i
CN(C)c1ccc(-c2ccnc(N[C@H]3CO[C@H]4[C@@H]3OC[C@@H]4NC(=O)NCc3ccccc3)n2)cc1	?
O=C(NC1C[C@H]2CC[C@@H](C1)N2C(=O)c1ccco1)c1ccncc1 (some centres not stated)	?
CCOc1ccc(NC(=O)c2ccc3c(c2)nnn3C2CCCC2)cc1	5%
O=C(c1ccoc1)N1CCN(C(=O)N2CC3CC(C2)[C@H]2CCCC(=O)N2C3)CC1 (some centres not stated)	16%
O=C(c1ccccn1)N1CC[C@@H]2[C@@H](CCC(=O)N2CCc2cnc[nH]2)C1	1%
O=c1c(C2CCCCC2)ccc2n1C[C@H]1C[C@@H]2CN(S(=O)(=O)c2ccccc2)C1	0%[44.1 µM]
COc1ccc(Cn2ccc3nc(C)c(C(=O)NCc4ccc(SC)cc4)cc3c2=O)cc1	-7%
CCn1c(C(=O)NCc2ccccc2Cl)cc2sc(Cl)cc21	7%

Given field by field: two of the compounds above.
CCOc1ccc(NC(=O)c2ccc3c(c2)nnn3C2CCCC2)cc1
  Pf Dd2 inh = 5%

Cc1ccc(NC(=O)c2cc(S(=O)(=O)N3CCCC3)c[nH]2)c(C)c1
  Pf Dd2 inh = i

More records follow.
mol	Pf Dd2 inh
Cc1nn(-c2ccc(C(C)(C)C)cc2)c(C)c1[C@@H]1C=C[C@@H](NC(=O)CC(C)(C)CC(=O)O)C1	?
COc1ccc2[nH]c(CNC(=O)C(c3ccc(F)cc3)N(C)C)cc2c1 (configuration not stated)	?
Cc1ccccc1C(=O)N1CCC2(C1)C(=O)N(CCc1ccccc1)c1ccccc12 (configuration not stated)	-13%
Cn1cc(CN2C[C@H](C(=O)Nc3ccccc3)C[C@@H]2c2cccc(C(F)(F)F)c2)cn1	-21%[44.1 µM]
Cc1ccc(C(=O)NC2CCN(c3cc(C(F)(F)F)nc(C)n3)CC2)cc1	i
COCCN1C(=O)C(CC(=O)NCCCn2cccn2)=C2CCCCC21 (configuration not stated)	-4%
O=C1Cc2c(-c3cccc(N4CCOCC4)c3)n[nH]c2CN1CCOc1ccccc1	?
C=CCC(O)(CC=C)CNC(=O)C1CCC(=O)N(CCc2ccccn2)C1 (configuration not stated)	6%
CCOc1ccccc1C1NC(=O)N(CC(=O)Nc2c(C)cccc2CC)C2=C1C(=O)OC2 (configuration not stated)	i
COc1ccc(CCNC(=O)CN2C(=O)C(c3ccccc3)=NC23CCCC3)cc1OC	-27%
NC(=O)CNC(=O)C1=C[C@@H](NC(=O)c2cccs2)[C@@H](O)[C@H](O)C1	0%[44.1 µM]
COC(=O)c1ccc(Cn2nnc3c(=O)[nH]c(C4CCCN(S(=O)(=O)c5ccccc5)C4)nc32)cc1 (configuration not stated)	-22%
Cc1noc([C@@H](C)NC(=O)c2ccc(Cl)cc2)c1C(=O)O	5%[44.1 µM]
COc1ccc(-c2noc([C@@H]3CCCN3C(=O)c3ccc(Cl)cc3OC)n2)cc1	28%
CC1(c2ccccc2)N(Cc2ccccc2)C(=O)OC12CCN(c1cccnc1)CC2 (configuration not stated)	?
Cc1ccsc1C(=O)N1CCC2(CC1)N(c1ccccc1)C(=O)CS2(=O)=O	-24%
Cc1cc(C(=O)N2CCOC[C@H](Oc3ccc(S(C)(=O)=O)cc3)C2)no1	2%[44.1 µM]
O=C1NCc2ccccc2CC12CCCN(Cc1c[nH]c3ccccc13)C2 (configuration not stated)	?
CO[C@H]1C(=O)N(C2CCN(C(=O)Nc3ccccc3F)CC2)[C@H]1c1ccncc1	-1%
O=C(NC1(C(F)(F)F)N=C(c2ccccc2)N(Cc2ccccc2)C1=O)c1ccc(F)cc1 (configuration not stated)	-15%
O=C1NCN(Cc2ccc(Cl)cc2)C12CCN(Cc1ccc(C(F)(F)F)cc1)CC2	-11%
CC(C)c1cc(NCCC(=O)NC2CCCCC2)n2nccc2n1	-25%
CCc1ccccc1NC(=O)C1CCN(c2cnccn2)CC1	19%
Cc1ccc(-c2ccc(CN)cc2)cc1Cl	?
O=C(N[C@H]1CCN2C(=O)c3cc(-c4ccccc4)ccc3NC(=O)[C@H]12)c1cccs1	?
CCCC(=O)N1CCC(Oc2cnc3c(ccn3-c3cncnc3)c2)CC1	i
CCc1[nH]c2c(CNC(=O)c3c(C)cc(C)n(C)c3=O)cc(F)cc2c1C	-16%
COc1ccccc1-c1cc([C@H]2CN3CC[C@H]2C[C@@H]3CNS(=O)(=O)c2cccs2)n(C)n1	-17%
Cn1c(=O)c2sccc2n2c(CCCC(=O)Nc3ccc(F)c(F)c3)nnc12	?
CCn1nnc2cc(C(=O)Nc3cccc(Cl)c3C)ccc21	2%
Cc1ccc(C)c(S(=O)(=O)N2[C@@H]3CC[C@H]2CC(NC(=O)c2ccc(F)cc2)C3)c1 (some centres not stated)	i
CN1CCC(Nc2ccc3c(n2)CN(Cc2ccc(F)cc2)C(=O)CO3)CC1	-17%[44.1 µM]
COCCC(=O)N1CCc2nnc([C@@H]3C[C@@H](O)CN3C(C)C)n2CC1	i
Cn1nc2c(c1NC(=O)Cn1nc3c(cc1=O)CCCCC3)CSC2	i
COc1cccc([S+](=O)([O-])N2CCC3(CC2)CNC(=O)c2ccccc2O3)c1	i
CC(=O)Nc1cc(C(=O)NC2CCCCC2)c2ccc(C)nc2c1	-2%
CCNC(=O)c1cccnc1OC1CCN(C(=O)CC2CCCCC2)C1 (configuration not stated)	?
CS(=O)(=O)N(C1CCOCC1)C1CN(C(=O)Nc2ccccc2)C1	-4%
O=S(=O)(c1ccc2nc(N3CCN(c4ccccc4F)CC3)ccc2c1)N1CCCCC1	16%
CNC(=O)CCC[C@@H]1[C@H]2CCCN3CCC[C@@H](CN1C(=O)CCOC)[C@@H]23	7%
COc1cc(NC(=O)c2cccc3c2C(=O)N(C2CCCCC2)C3)cc(OC)c1OC	?
Cc1ccccc1NS(=O)(=O)c1nnc(NC(=O)c2ccco2)s1	-11%
Cc1ccc(C)c(-n2cc(CN(C)CCO)c(-c3ccccc3)n2)c1	-18%
CCn1cnnc1-c1nn(C)c2c1CN(C(=O)C(C)c1ccccc1)CC2 (configuration not stated)	?
C=C(C)CN(CC)C(=O)c1c(C)oc2c1CN(Cc1cccc(F)c1)CC2	8.9µM*
CC[C@@]1(C(=O)O)C[C@H](C(=O)NCc2ccccn2)[C@H](c2ccc(OC)cc2)N1C	-13%
O=C(COc1ccc(F)cc1)NC1CC(=O)N(c2ccc3c(c2)OCCO3)C1 (configuration not stated)	41%[activator]
CC1=C(c2ccc(C)c(C)c2)S(=O)(=O)N=C1N1CCC(C(=O)NCc2ccc(N(C)C)cc2)CC1	11%
Cc1nc(C(=O)N2CCOc3c(O)cc(-c4cccc(Cl)c4)cc3C2)cs1	i
COc1cc(-c2ccc(-c3nc(CC(C)C)no3)cn2)cc(OC)c1OC	?
COc1ccc(NC(=O)CSCc2cc(=O)c3cc(Cl)ccc3[nH]2)cc1	i

An excerpt. The share of hits here may be higher or lower than overall.
